Compound activity deposited in PubChem BioAssay by National Center for Advancing Translational Sciences (NCATS).
L3MBTL1 block: blocks human L3MBTL1 | 230,000 tested, 0.66% active | AlphaScreen L3MBTL1–H3K9me1 peptide binding | Potency, µM (titrated, usually from 57.1 µM), without a hit: at the top dose activity, negative = inhibition, hits mostly inhibitors; active = well fitted inhibition curve with a large enough effect; inconclusive = small, poorly fitted or top-dose-only effect; inactive = no such curve, though single readings can be large or run the other way; also: nearly all actives have a fitted effect of over 60% in size
Target sequence (Q9Y468 whole entry, looked up): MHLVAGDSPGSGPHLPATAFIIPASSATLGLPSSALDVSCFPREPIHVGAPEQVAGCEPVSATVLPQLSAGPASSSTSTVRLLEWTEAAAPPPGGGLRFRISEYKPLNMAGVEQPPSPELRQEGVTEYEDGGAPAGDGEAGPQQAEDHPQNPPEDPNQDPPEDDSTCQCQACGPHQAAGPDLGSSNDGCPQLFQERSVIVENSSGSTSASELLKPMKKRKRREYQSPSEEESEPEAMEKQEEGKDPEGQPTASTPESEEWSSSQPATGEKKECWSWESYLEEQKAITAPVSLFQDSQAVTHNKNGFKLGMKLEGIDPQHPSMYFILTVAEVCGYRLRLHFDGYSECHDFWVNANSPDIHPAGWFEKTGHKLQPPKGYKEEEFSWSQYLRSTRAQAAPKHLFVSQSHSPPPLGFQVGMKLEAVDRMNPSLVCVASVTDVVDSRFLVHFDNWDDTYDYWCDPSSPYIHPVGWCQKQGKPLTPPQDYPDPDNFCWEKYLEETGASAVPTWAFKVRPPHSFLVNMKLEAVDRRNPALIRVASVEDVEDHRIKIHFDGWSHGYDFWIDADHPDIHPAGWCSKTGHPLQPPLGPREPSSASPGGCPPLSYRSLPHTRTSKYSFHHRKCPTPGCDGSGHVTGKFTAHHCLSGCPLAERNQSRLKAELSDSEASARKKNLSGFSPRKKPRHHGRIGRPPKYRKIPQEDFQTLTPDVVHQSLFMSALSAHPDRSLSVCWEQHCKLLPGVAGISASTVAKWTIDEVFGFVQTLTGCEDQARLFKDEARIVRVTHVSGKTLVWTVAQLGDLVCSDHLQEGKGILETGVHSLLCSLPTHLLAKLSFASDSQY
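AlphaScreen proximity signal between nickel-chelate acceptor and streptavidin donor beads (final 10 ug/mL) reports binding of 50 nM L3MBTL1 to 75 nM biotin-H3 K9me1 peptide; complex incubated with compounds 30 min at room temperature; cefsulodin titration as control.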
An asterisk follows results filed as active; ? = inconclusive; & = joins results of further samples; [ ] = another dose, or the depositor's remark. % is scaled to controls: 0 for no effect and ±100 for the full control effect; potency is read from the fitted curve at half-maximal effect. Only part of the results is shown; count on the stated rates, not on these rows.

cpd	SMILES	L3MBTL1 block
1	O=C(CCNC(=O)c1ccc(Br)cc1)NNC(=O)c1ccccc1	4%
2	CNC(=O)CSc1nnc(-c2ccco2)n1-c1cccc(C)c1	-2%
3	COc1ccc(OC)c(CN2CCN(C(=O)c3ccc(NS(=O)(=O)c4cccc([N+](=O)[O-])c4)cc3)CC2)c1	-21%
4	CCN(C(=O)CSc1nnc(C2CC2)n1-c1ccccc1)C1CCS(=O)(=O)C1 (stereo not drawn)	-1%
5	COc1ccc(C(CNC(=O)c2ccc(NS(=O)(=O)c3ccc(F)c(C)c3)cc2)N(C)C)cc1 (stereo not drawn)	4%
6	CN(CC(=O)Nc1cccc(S(=O)(=O)N2CCCCC2)c1)Cc1ccc(F)cc1	-9%
7	O=C(CCN1CCN(CCO)CC1)Nc1ccccc1	7%
8	CN(CC(=O)Nc1cccc(F)c1)C(=O)c1ccc2c(=O)n3c(nc2c1)CCC3	-1%
9	CCOc1ncccc1C(=O)OCC(=O)NCc1ccc(C(=O)OC)cc1	33%[activator]
10	CCOc1ccc(N2C(=O)CC(Cc3ccccc3OC)C2=O)cc1 (stereo not drawn)	3%
11	CCOc1ccc2nc(-c3ccccc3)nc(SCC(=O)OC)c2c1	1%[2.29 µM]
12	Cc1nc(NC(=O)C2CC2)sc1C(=O)Nc1ccccc1	-1%
13	O=C(NCCS(=O)(=O)N1CCN(c2ccccc2)CC1)c1ccc(Br)o1	-4%
14	O=C(NNC(=O)c1cc(S(=O)(=O)N2CCCCC2)ccc1Cl)c1ccccc1O	-14%
15	O=S(=O)(Nc1ncccn1)c1cc(Cl)ccc1Cl	3%
16	CC1(C)Cc2ccccc2/C(=C/C(=O)c2ccccc2)N1	-9%
17	CCCCN1C(=O)C(=O)N(CC(=O)Nc2sc(C)c(CC)c2C(=O)OCC)C1=O	-7%
18	CN(C)/C(=N\S(=O)(=O)c1ccccc1)c1ccc(F)cc1	8%
19	Cc1cc(Cl)ccc1NC(=O)CSc1n[nH]c(N)n1	2%
20	O=C(OCCOc1ccccc1F)c1cccc(S(=O)(=O)N2CCOCC2)c1	5%
21	COc1ccc(Cc2nnc(SCC(=O)Nc3cc(Cl)ccc3OC)[nH]c2=O)cc1	5%
22	CN(CC(=O)Nc1ccccc1Cl)C(=O)CSC(=S)N1CCCC1	4%
23	CC(=O)N1CCc2c(sc(NC(=O)CCS(=O)(=O)c3ccc(C)cc3)c2C#N)C1	-5%
24	CC(NC(=O)Cc1ccc(NC2=NC3CS(=O)(=O)CC3S2)cc1)c1ccccc1 (stereo not drawn)	-2%
25	CCOC(=O)CC(=O)Nc1ncnc2c1C(c1ccccc1)c1c(ccc3ccccc13)O2 (stereo not drawn)	39%[activator]
26	CCN(CC(=O)NCc1ccc(Cl)cc1)C(=O)CSc1ccc(F)cc1	8%
27	CCCC(C(=O)NC(C)(C)C)N(Cc1ccc(F)cc1)C(=O)c1snc(C(N)=O)c1N (stereo not drawn)	0%[2.29 µM]
28	Cc1ccc(S(=O)(=O)N2CCOCC2)cc1NC(=O)CN1C(=O)NC2(CCCC2)C1=O	-1%
29	COc1ccc2c(c1)CC[C@@H]1[C@@H]2CC[C@]2(C)[C@@H](C(=O)O)C[C@@H]12	1%
30	COc1ccc(CCNC(=O)C2CCN(C(=O)c3ccc(Cl)cc3)CC2)cc1	-3%
31	COc1ccc(N2CCN(C(CNS(=O)(=O)c3ccc(C)cc3)c3ccccc3)CC2)cc1 (stereo not drawn)	?
32	COc1ccc([C@H]2CC(=O)C=C(c3cccc(C(F)(F)F)c3)C2)cc1	-3%
33	Cc1ccc(Cn2cc(-c3ccccc3)nn2)cc1	10%
34	CCc1noc(C)c1C(=O)N1CCN(c2cccc(C)c2C)CC1	3%
35	O=C1c2ccccc2NC(c2ccc(-c3ccc(C(F)(F)F)cc3)o2)N1O (stereo not drawn)	-2%
36	O=S(=O)(NCC1CCCO1)c1ccc(Br)cc1 (stereo not drawn)	1%
37	CCOc1nc(Nc2ccc(Cl)cc2)nc(OCC)n1	-3%
38	CS(=O)(=O)c1cccc(-c2csc(N3CCC(C(N)=O)CC3)n2)c1	1%&-5%
39	CC1=CC(=O)O[C@@H]1[C@@]1(C)C[C@H]2OC(=O)C[C@H]3[C@@H](C)C(=O)C(O)=C1[C@@]23CO	3%
40	CN1C(=O)[C@@H]2[C@H](C1=O)[C@@H]1C(=O)Nc3ccccc3C(=O)N1[C@@H]2c1ccc(Br)cc1	8%
41	CC(NC(=O)c1ccccc1F)c1cccc2ccccc12 (stereo not drawn)	5%
42	Cc1ccc(N(C)S(=O)(=O)c2cccc(C(=O)Nc3ccc(C)cn3)c2)cc1	-1%
43	CCN1CCN(c2ccc(S(=O)(=O)N3CCCCC3)cc2NC(=O)c2cc3ccccc3o2)CC1	?
44	O=C(Cc1ccccc1)Nc1nnc(-c2ccccc2)o1	-1%
45	CC1CCCCC12NC(=O)N(CC(=O)OCC(=O)NC(=O)c1ccccc1)C2=O (stereo not drawn)	-3%
46	COc1ccccc1NC(=O)C(C)OC(=O)Cc1ccsc1 (stereo not drawn)	2%
47	N#Cc1cccc(OC(=O)c2ccc3c(=O)n4c(nc3c2)CCC4)c1	?
48	CC(C)(C)N(Cc1ccccc1)C(=O)COC(=O)C1=NN(c2ccccc2)C(=O)CC1	-8%
49	CCOc1ccc(S(=O)(=O)N2CCCCC2)cc1NS(=O)(=O)c1cccs1	3%
50	O=C(C[C@@H]1C/C=C\CC[C@H](Cc2ccc(F)cc2)C(=O)OC[C@@H](Cc2ccccc2)NC1=O)NCCO	-3%
51	COc1ccccc1NC(=O)CN(c1ccccc1)S(=O)(=O)c1ccccc1	-1%[2.29 µM]
52	Clc1ccc(-c2ccc(CN3CCCCC3)o2)cc1	-8%
53	O=C(NC1CCCCC1)c1cccc2c1C(=O)c1ccc(-c3ccc(OC(F)(F)F)cc3)cc1S2(=O)=O	7%
54	C=CCn1c2ccccc2c(=O)c2cc(C#CC3(O)CCCCC3)ccc21	20%
55	CC(Oc1ccc(Cl)cc1Cl)C(=O)NNC(=O)c1ccncc1 (stereo not drawn)	4%
56	Cc1ccccc1C(=O)N1CCC(C(=O)N(CC(C)C)c2c(N)n(CC(C)C)c(=O)[nH]c2=O)CC1	-1%

(more compounds)
cpd	SMILES	L3MBTL1 block
57	C[C@@]12CCC3[C@@](CCC4[C@@]3(C)CCC[C@@]4(C)C(=O)N3CCCCC3)(CC1=O)C2 (stereo partly drawn)	-2%
58	COc1ccc(NC(=O)CN2CCN(c3c(C)cc(C)cc3C)CC2)cc1	-16%
59	O=C(COC(=O)c1ccc(Br)o1)Nc1cccc(S(=O)(=O)N2CCOCC2)c1	2%
60	O=C(CCC1CCCCC1)NCCN1CCOCC1	6%
61	O=C1C=C(O)c2cccc3cccc1c23	3%[2.29 µM]
62	COc1cccc(OC)c1C(=O)Nc1ccc(S(=O)(=O)Nc2ncccn2)cc1	4%
63	COc1ccc(N2CCN(C(=O)CCCC(=O)c3ccccc3)CC2)cc1	-5%
64	Cc1ccc(Cl)cc1NC(=O)C1CCCN(S(C)(=O)=O)C1 (stereo not drawn)	-3%
65	COc1ccccc1C(=O)NCCC(=O)NCc1cccs1	5%
66	O=C(CN1CCN(S(=O)(=O)c2ccc3c(c2)OCCO3)CC1)Nc1cccc(F)c1	0%
67	CCOc1ccc(C(=O)Nc2cccc3ncccc23)cc1Cl	0%
68	CCOC(=O)c1ccccc1NC(=O)COC(=O)C(Cc1c[nH]c2ccccc12)NC(C)=O (stereo not drawn)	-6%
69	Cc1cccc(OCCNC(=O)c2ccc(Cl)c(S(=O)(=O)NCc3cccnc3)c2)c1	1%
70	O=C(Cn1cc(C(F)(F)F)ccc1=O)NC1CCCC1	0%
71	CC(=O)Nc1ccc(C(=O)NNC(=O)c2cccc(C)c2)cc1	3%
72	O=C(Nc1ccccn1)C1CCN(C(=O)Nc2ccccc2)CC1	-7%

The closing 4 compounds of the section above come first, to join the parts.
cpd	SMILES	L3MBTL1 block
69	Cc1cccc(OCCNC(=O)c2ccc(Cl)c(S(=O)(=O)NCc3cccnc3)c2)c1	1%
70	O=C(Cn1cc(C(F)(F)F)ccc1=O)NC1CCCC1	0%
71	CC(=O)Nc1ccc(C(=O)NNC(=O)c2cccc(C)c2)cc1	3%
72	O=C(Nc1ccccn1)C1CCN(C(=O)Nc2ccccc2)CC1	-7%
73	COc1ccc(/C=C/C(=O)OCC(=O)NC(C)CCc2ccccc2)cc1OC (stereo not drawn)	-4%
74	O=C(COc1ccccc1F)Nc1ccc2c(c1)CCC2	14%
75	Nc1ccc(Nc2cc(O)c3ncccc3c2)cc1	11µM*
76	CC(C)C(NC(=O)c1ccccc1F)C(=O)NCC(c1ccco1)N1CCCCC1 (stereo not drawn)	1%
77	CSCCC(NC(=O)COc1ccccc1)C(=O)N(C)Cc1ccc(Cl)cc1Cl (stereo not drawn)	-9%
78	c1ccc(C2CC(c3ccccc3)C(c3ccccc3)N2)cc1 (stereo not drawn)	21%
79	OC(CN1CC=C(/C=C/c2ccc(Br)cc2)CC1)c1ccccc1 (stereo not drawn)	3%
80	CC1CCCC(NC(=O)COC(=O)Cc2ccc(Cl)cc2)C1C (stereo not drawn)	0%
81	CC(=NNC(=O)c1ccc2nc[nH]c2c1)c1ccc(Br)cc1	2%
82	O=C(Cn1cc([N+](=O)[O-])cn1)NCc1ccccc1	-2%
83	CC(C)n1nnnc1SCC(=O)c1c(N)n(C2CC2)c(=O)[nH]c1=O	-2%
84	Cc1ccc(SCC(=O)OCC(=O)NCCNC(=O)COC(=O)CSc2ccc(C)c(C)c2)cc1C	-8%
85	CCOc1cccc(CN(CC)CC2CCCN(CCc3cccc(OC)c3)C2)c1O (stereo not drawn)	-11%
86	CCN1C(=O)[C@H]2[C@@H](c3ccc(-c4ccc(C(C)=O)cc4)cc3)N[C@@](C)(C(=O)OC)[C@H]2C1=O	1%
87	COc1ccc([C@@H]2CC=C(C(=O)O)[C@H](c3ccc(C(C)(C)C)cc3)N2S(=O)(=O)c2ccc(C)cc2)cc1OC	1%
88	Cn1ccnc1SCC(=O)NCC(=O)Nc1ccc(F)c(F)c1F	5%
89	CC(=O)COc1cccc2ccc(/C=C/c3ccc(Br)s3)nc12	24%
90	CCOC(=O)NCc1ccc2[nH]c(C)cc2c1	-4%
91	O=C(NCCCn1ccnc1)c1ccc(F)cc1	10%
92	CNC(=O)c1ccsc1NC(=O)C1CCN(S(=O)(=O)c2cccs2)CC1	4%
93	COc1cccc(N2CCN(CC(=O)Nc3ccccc3C(=O)NCc3ccccc3)CC2)c1	-15%
94	CCN(C(=O)COC(=O)/C=C/c1ccccc1Cl)c1c(N)n(Cc2ccccc2)c(=O)[nH]c1=O	8%
95	CCCN(CC(=O)Nc1ccc(F)c(F)c1F)C(=O)c1cc([N+](=O)[O-])ccc1N1CCOCC1	-3%
96	N#Cc1ccc(C(=O)Nc2cccc3ccccc23)c(F)c1	5%[2.29 µM]
97	O=C(c1cnccn1)N1CCN(S(=O)(=O)c2cccc(Cl)c2)CC1	3%
98	O=C(COc1coc(CN2CCN(c3ccccc3F)CC2)cc1=O)NC1CCCCC1	13%
99	COc1cccc(CN(C)C(=O)CCN=C2NS(=O)(=O)c3ccccc32)c1	4%
100	COc1ccccc1CNc1ncc(-c2ccccc2)n1C	-7%
101	Cc1ccc(C23OCCN2CCn2nc4ccccc4c23)cc1 (stereo not drawn)	1%
102	COc1ccc(NC(=O)CN(C)C(=O)c2ccccc2SCC(=O)N2CCCC2)cc1	45%[activator]
103	Cc1nc(SCc2nc3ccc(C(=O)c4ccccc4)cc3[nH]2)c2oc3ccccc3c2n1	3%
104	COc1cc(OC)cc(C(=O)NNC(=O)c2nn(C)c(=O)c3ccccc23)c1	6%
105	Cc1cc(C(=O)OCC(=O)NC2(C#N)CCCCC2)c(C)o1	5%
106	CC1CCCCC12NC(=O)N(CC(=O)OCc1ccccc1Cl)C2=O (stereo not drawn)	-1%
107	Cc1ccc(/C=C/S(=O)(=O)NCC(=O)OCC(=O)Nc2ccc(C(=O)N(C)C)cc2)cc1	3%
108	O=C(NCC(c1ccco1)N1CCCC1)c1cccc(NS(=O)(=O)c2ccc(Br)cc2)c1 (stereo not drawn)	-6%
109	O=C1CSC(c2cccc([N+](=O)[O-])c2)N1CCc1ccccc1 (stereo not drawn)	-6%
110	Cc1ccc(NC(=O)c2ccc(C)c(NC3=NC4CS(=O)(=O)CC4S3)c2)cc1C (stereo not drawn)	1%
111	Cc1ccc2[nH]c(CCN(C)C)c(CN3CCOCC3)c2c1	-3%
112	CCCCN(C(=O)c1ccc2c(c1)OCO2)c1c(N)n(CCCC)c(=O)[nH]c1=O	8%

Reformatted as labelled records: 2 of the compounds above.
#23 CC(=O)N1CCc2c(sc(NC(=O)CCS(=O)(=O)c3ccc(C)cc3)c2C#N)C1
  L3MBTL1 block: -5%

#74 O=C(COc1ccccc1F)Nc1ccc2c(c1)CCC2
  L3MBTL1 block: 14%

The list continues.
cpd	SMILES	L3MBTL1 block
113	Cc1cc(NC(=O)c2ccco2)sc1C	-2%
114	CCN1CCN(S(=O)(=O)c2ccc(Cl)c(C(=O)Nc3ccccc3N3CCOCC3)c2)CC1	-3%
115	CN(C(=O)CN1C(=O)c2ccc([N+](=O)[O-])cc2C1=O)C1CCCCC1	3%
116	CC1CCN(S(=O)(=O)c2cc(C(=O)Nc3ccccn3)ccc2Br)CC1	-2%
